GPR151 activ – activators of human GPR151, primary screen, cell-based, PathHunter beta-arrestin, luminescence | PathHunter beta-arrestin GPR151 cells | AID 1508602, 2020 | actives 1% (n = 650,000) | G-protein coupled receptor 151 (Homo sapiens), Q8TDV0 | activation, % at 11.2 µM; in the data active means activation above about 4.9%;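 further: 0% = median of compound wells and 100% = cells with positive control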
Target sequence (Q8TDV0 whole entry, looked up): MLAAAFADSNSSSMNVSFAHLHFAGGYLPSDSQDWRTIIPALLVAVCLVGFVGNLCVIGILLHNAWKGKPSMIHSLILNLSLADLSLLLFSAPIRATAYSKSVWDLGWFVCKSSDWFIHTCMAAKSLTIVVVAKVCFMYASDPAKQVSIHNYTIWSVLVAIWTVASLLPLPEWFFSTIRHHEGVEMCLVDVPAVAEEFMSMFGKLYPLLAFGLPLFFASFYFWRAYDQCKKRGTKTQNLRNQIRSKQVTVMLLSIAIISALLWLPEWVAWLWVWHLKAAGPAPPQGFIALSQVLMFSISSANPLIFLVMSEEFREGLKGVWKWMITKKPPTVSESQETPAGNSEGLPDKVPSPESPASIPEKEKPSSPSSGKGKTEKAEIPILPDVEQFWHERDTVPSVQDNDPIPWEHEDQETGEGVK
FBW7 act – FBW7 E3 ligase activators, primary screen, biochemical, AlphaScreen, human; AlphaScreen FBW7–phospho-cyclin E peptide binding, activator screen; F-box/WD repeat-containing protein 7 (Homo sapiens), Q969H0; actives 0.13% (n = 650,000); normalized activity (activation), % at 26.1 µM; in the data active means normalized activity above about 1.9%;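 further: purified mutant Fbw7 with reduced substrate affinity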
MITF primary – MITF inhibitors, primary screen, biochemical, AlphaScreen, human | inhibition, % at 2.6 µM | actives 0.91% (n = 650,000) | AlphaScreen MITF homodimerization, bead proximity signal | Microphthalmia-associated transcription factor (Homo sapiens), O75030 | AID 1259374, 2018; in the data active means inhibition above about 50%;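 further: 0% = vehicle wells with protein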
Target sequence (O75030 whole entry, looked up): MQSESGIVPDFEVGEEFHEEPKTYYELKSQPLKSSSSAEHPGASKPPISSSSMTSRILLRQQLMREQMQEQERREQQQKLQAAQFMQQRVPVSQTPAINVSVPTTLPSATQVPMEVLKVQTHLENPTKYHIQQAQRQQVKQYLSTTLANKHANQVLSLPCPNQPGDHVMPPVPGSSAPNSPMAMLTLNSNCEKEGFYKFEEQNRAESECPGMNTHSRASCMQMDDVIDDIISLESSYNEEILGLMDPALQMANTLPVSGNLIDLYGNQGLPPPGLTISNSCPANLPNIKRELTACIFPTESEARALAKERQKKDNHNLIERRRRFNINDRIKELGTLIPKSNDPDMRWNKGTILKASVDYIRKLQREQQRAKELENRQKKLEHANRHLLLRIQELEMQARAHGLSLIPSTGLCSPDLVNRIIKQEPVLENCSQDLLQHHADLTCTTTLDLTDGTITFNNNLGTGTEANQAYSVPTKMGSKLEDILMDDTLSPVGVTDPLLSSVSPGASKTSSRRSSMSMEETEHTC
TEAD-YAP block – TEAD-YAP interaction inhibition, primary screen, TEAD-YAP interaction inhibitor project, luminescence, HEK-TIYL cells | actives 1.4% (n = 640,000) | TEAD-Gal4/YAP UAS-luciferase luminescence | inhibition, % at 9.12 µM; in the data active means inhibition above about 32%;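 further: 0% = median of test compound wells and 100% = reference inhibitor wells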
* = called active by the depositor.

Results follow in this order: GPR151 activ	FBW7 act	MITF primary	TEAD-YAP block
- CC(C)C1=NOC(C(=O)N2CCC(CCC(=O)NCc3ccc(F)cc3)CC2)C1 (stereo unspecified)
 : -1.0	-0.1	6	-7
- COC(=O)CCC(=O)N1CCc2c([nH]c3ccccc23)C1c1ccc(SC)cc1 (stereo unspecified)
 : 3.2	-0.1	13	2
- CCOc1ccc(C2C(C(=O)OCCSCC)=C(C)NC3=C2C(=O)CCC3)cc1 (stereo unspecified)
 : -1.9	0.3	23	5
- Cc1cc(C(=O)N2CCN(C/C=C/c3ccccc3)CC2)no1
 : -0.9	1.4	20	10
- Cc1ccc(C(C)C)c(OC(C)C(=O)Nc2ccc(I)cc2C)c1 (stereo unspecified)
 : -0.6	0.9	6	1
- Cc1ccc(C)c(NC(=O)C(=O)N/N=C/c2ccc(Cl)cc2)c1
 : -1.4	0.3	17	4
- CC(=O)NCCNCc1ccc(OCC(O)CN(C)Cc2ccccc2)cc1 (stereo unspecified)
 : 2.1	0.1	-6	3
- O=C(NCC1CCCO1)C(=O)Nc1cccc(Br)c1 (stereo unspecified)
 : -2.7	0.1	-6	-57
- CCOC(=O)C1=C(C)NC(C)=C(C(=O)OCC)C1c1cn(-c2ccccc2)nc1-c1cc(C)ccc1C
 : -1.7	0.3	3	16
- CCOC(=O)c1c(NC(=O)Cc2ccccc2)sc(C(=O)Nc2cccc(C(F)(F)F)c2)c1C
 : 0.8	0.2	0	7
- Clc1ccc(C2C=C(c3ccccc3)Nc3ncnn32)cc1 (stereo unspecified)
 : -2.0	-0.2	-7	-4
- CC(=O)Nc1ncc(Cc2ccc(C)cc2)s1
 : 0.7	0.0	-15	-17
- Cc1cc(C)c2oc(-c3cccc(NC(=O)c4ccc([N+](=O)[O-])o4)c3C)nc2c1
 : 1.0	-0.1	7	6
- O=C(c1cccc(-n2c(=S)[nH]c3cc(Cl)ccc3c2=O)c1)N1CCN(Cc2ccc3c(c2)OCO3)CC1
 : 0.2	-0.3	3	1
- CN(C)c1ccc(/C=N\NC(=O)c2ccccc2I)cc1
 : -1.2	0.2	-8	-29
- CCC(C)NC(=O)C1CCN(S(=O)(=O)c2cccc3nonc23)CC1 (stereo unspecified)
 : 0.8	-0.1	5	-6
- Cc1ccc(S(=O)(=O)CCC(=O)Nc2cccc(Cl)c2)cc1
 : -0.9	-0.2	10	-2
- COC(CNC(=O)c1cc(Nc2cccc(SC)c2)nc2ccccc12)OC
 : -0.3	0.0	0	12
- COCCCNC(=O)c1cnn2c(C)c(Cc3ccccc3F)c(C)nc12
 : 1.4	-0.1	2	1
- CC1(C)CC(=O)C/C(=N/c2nn[nH]n2)C1
 : 1.7	0.2	-7	-1
- CC(=O)Nc1c(O)nc(SCc2ccccc2C#N)[nH]c1=O
 : 0.5	0.0	-3	-1
- Cc1c(Cl)cccc1NC(=O)c1ccc(N2CCOCC2)c(S(=O)(=O)N2CCN(C)CC2)c1
 : -0.4	0.3	-3	6
- OCCNc1nc(N2CCC(N3CCOCC3)CC2)nc2nc[nH]c12
 : 0.0	0.1	10	-11
- CC(CCC(N)=O)C(=O)c1ccccc1 (stereo unspecified)
 : -0.4	-0.2	4	13
- COc1ccc(OC)c(Nc2nc(N)c3ccccc3n2)c1
 : 0.4	-0.3	14	5
- CCc1ccc(C(=O)CC2(O)C(=O)N(CC)c3ccc(Br)cc32)cc1 (stereo unspecified)
 : -0.2	-0.2	0	8
- NCc1ccc(OC(F)F)cc1
 : -1.7	0.2	7	2
- COc1ccccc1N/N=C(/C#N)C(=N)N1CCCCC1
 : 3.0	0.6	23	-14
- CCOC(=O)c1c(CSc2ccccc2)n(-c2ccccc2)c2cc(Br)c(OC)cc12
 : -1.3	0.6	6	4
- Cc1nn2c(=O)/c(=C\c3cccnc3)sc2nc1=O
 : -1.8	0.3	7	4
- O=S1(=O)N=C(Nc2ccccc2I)c2ccccc21
 : -0.1	0.1	7	11
- O=C1Nc2ccc(Br)cc2C12SCCS2
 : -0.9	-0.1	-1	6
- CCOC(=O)N1CCN(c2cc(N3CCCC3)c(F)cc2[N+](=O)[O-])CC1
 : -1.6	0.0	7	11
- O=C(NC1CCN(C(=S)Nc2ccc(Cl)cc2)CC1)c1ccco1
 : -0.2	0.2	17	-13
- NC(=O)NCCc1ccc([N+](=O)[O-])cc1
 : -0.8	0.2	17	4
- O=C(CSc1ccc2ccccc2c1)N1CCN(c2ccc(O)cc2)CC1
 : 0.4	-0.1	-5	-20
- COC(=O)c1c(N)sc2c1CCC(C)C2 (stereo unspecified)
 : 2.4	-0.1	4	6
- O=C(c1ccccc1)c1cc(F)c(F)cc1Cl
 : 0.1	0.5	16	-3
- COC(=O)C1=CNC=C(C(=O)OC)C1c1cc(Br)ccc1OC
 : 0.2	0.7	12	-9
- O=C(COC(=O)c1ccc(CO)cc1)NC1CCCCCCC1
 : -0.4	-0.1	-1	1
- CCOC(=O)c1ccc(NC(=O)C2CC(=O)NC(=Nc3ccc(C)cc3)S2)cc1 (stereo unspecified)
 : 0.1	0.3	13	7
- COC(=O)c1c(NC(=O)c2ccc(OC)c(Br)c2)sc2c1CCCC2
 : 0.1	-0.1	-7	-7
- CCCn1c(C)cc(C(=O)COc2ccc(-c3nnco3)cc2)c1C
 : 2.9	0.2	-8	-46
- C=CCOc1ccc(C2C(C(=O)OCC)=C(C)N=c3s/c(=C/c4ccc(Br)o4)c(=O)n32)cc1OCC (stereo unspecified)
 : 1.3	0.1	13	9
- COCCNCCOCCOc1cc(C)ccc1Cl
 : 0.5	-0.3	38	6
- O=CN/N=C/c1cc(Br)ccc1O
 : 1.2	-0.7	1	4
- O=Cc1ccc(OCc2ccc([N+](=O)[O-])cc2)c(I)c1
 : -0.4	0.6	10	-39
- Cc1cc(Cl)ccc1OCC(O)CN1CCN(c2ccccn2)CC1 (stereo unspecified)
 : -1.0	0.1	15	-3
- O=C1C2CC=C(Cl)CC2C(=O)N1CNc1ccccc1-c1ccccc1 (stereo unspecified)
 : -0.1	0.3	15	1
- O=C(CCC1CCCN(C(=O)CN2CCCCCC2)C1)N1CCN(c2ccccn2)CC1 (stereo unspecified)
 : 1.9	-0.1	0	5
- COCCCNC(=O)CCc1c(C)nc2c(c(C)nn2-c2ccccc2)c1C
 : 0.5	0.7	1	10
- COC(=O)Cn1c(-n2ccnc2)nc2c1c(=O)n(C)c(=O)n2C
 : -1.5	0.0	-9	6
- Cc1ccccc1-n1ncc(C(C)NC(=O)c2cc(C(C)C)nc(N)n2)c1C (stereo unspecified)
 : 0.2	-0.1	2	26
- CN(Cc1ccccc1)C1CC(=O)N(c2ccccc2)C1=O (stereo unspecified)
 : 0.3	0.6	12	-4
- CCN1C(=O)S/C(=C/c2ccc(C)c([N+](=O)[O-])c2)C1=O
 : -0.1	-0.1	3	2
- COc1ccc(C2Nc3ccccc3-c3nnc(SCc4ccccc4)nc3O2)cc1OC (stereo unspecified)
 : 0.8	0.1	-7	-3
- CS(=O)(=O)c1ccc(C(=O)COC(=O)C(c2ccccc2)c2ccccc2)cc1
 : -0.4	0.0	0	10
- NC(Cc1cccc2nsnc12)C(=O)O (stereo unspecified)
 : -1.1	-0.2	-9	1
- CCOC(=O)C1=C(C)N=c2s/c(=C/c3cc(I)c(O)c(OC)c3)c(=O)n2C1c1cccs1 (stereo unspecified)
 : 0.9	-0.2	-38	-1
- O=C(Nc1cccc(C(F)(F)F)c1)c1ccco1
 : 0.1	0.0	14	-4

Later entries
Molecule	GPR151 activ	FBW7 act	MITF primary	TEAD-YAP block
C=CCn1c(NC)nc2c1c(=O)n(C)c(=O)n2C	2.0	-0.1	-1	5
CCn1c(=O)n(CC(=O)NCC2COc3ccccc3O2)c(=O)c2ccccc21 (stereo unspecified)	-0.8	0.0	6	-2
CN(C)c1ccc(CN(C(=O)c2cccs2)C2CCS(=O)(=O)C2)cc1 (stereo unspecified)	0.4	-0.1	3	-1
COc1ccc(NC(=O)Nc2cc3oc4ccccc4c3cc2OC)c(OC)c1	-0.1	0.3	10	2
CC(C)(C)c1ccc(-c2oc3ccccc3c(=O)c2O)cc1	-0.2	-0.1	7	-24
CC1=C(C(=O)Nc2ccc(Br)cn2)C(c2cccc(Br)c2)C2=C(CC(C)(C)CC2=O)N1 (stereo unspecified)	0.6	0.1	4	8
CC(=O)NC(Nc1ccccc1F)C(Cl)(Cl)Cl (stereo unspecified)	0.2	0.2	-5	9
CCCCOc1ccccc1N1CC(O)=C(c2nc3ccccc3[nH]2)C1=N	0.4	0.1	5	18
CC1(C)COC(c2ccc(F)c([N+](=O)[O-])c2)=N1	0.8	-0.1	-9	6
CCOc1cc(/C=C2/C(=O)ON=C2C)ccc1O	0.7	-0.1	50	14
Cc1ccc2cc(C#N)c(SCC(=O)Nc3cc(C)on3)nc2c1	-0.6	1.4	19	1
O=C(Cn1c(=O)[nH]c2ccccc2c1=O)NC1CCN(Cc2ccccc2)CC1	0.6	-0.1	1	-9
COc1cc(C(=O)N2CCCC(c3ccccc3)C2)cc(OC)c1OC (stereo unspecified)	1.2	0.4	23	0
COc1ccc(/C(C#N)=C/c2cc3ccc(C)cc3nc2N2CCOCC2)cc1OC	-0.3	0.4	11	1
Cc1cc(C)cc(NC(=O)C2CCCN(S(C)(=O)=O)C2)c1 (stereo unspecified)	1.7	0.2	-16	3

Reprinted from the part before: 6 compounds, then new ones.
Molecule	GPR151 activ	FBW7 act	MITF primary	TEAD-YAP block
CCOc1cc(/C=C2/C(=O)ON=C2C)ccc1O	0.7	-0.1	50	14
Cc1ccc2cc(C#N)c(SCC(=O)Nc3cc(C)on3)nc2c1	-0.6	1.4	19	1
O=C(Cn1c(=O)[nH]c2ccccc2c1=O)NC1CCN(Cc2ccccc2)CC1	0.6	-0.1	1	-9
COc1cc(C(=O)N2CCCC(c3ccccc3)C2)cc(OC)c1OC (stereo unspecified)	1.2	0.4	23	0
COc1ccc(/C(C#N)=C/c2cc3ccc(C)cc3nc2N2CCOCC2)cc1OC	-0.3	0.4	11	1
Cc1cc(C)cc(NC(=O)C2CCCN(S(C)(=O)=O)C2)c1 (stereo unspecified)	1.7	0.2	-16	3
O=C1CC(NCCCN2CCOCC2)C(=O)N1c1ccc(N=Nc2ccccc2)cc1 (stereo unspecified)	1.1	0.2	10	-5
O=C(CSc1nc(O)c(Cc2ccccc2F)c(=O)[nH]1)N1CCOCC1	-0.3	-0.1	-2	-5
O=c1[nH]c2ccc(NC(=S)NCC3CCCO3)cc2[nH]1 (stereo unspecified)	-2.0	0.2	1	5
CCC(C)(C)NC(=O)C1c2ccccc2Oc2ccccc21	-1.9	0.2	9	6
CCCCCCc1cc2cc(-c3csc(C)n3)c(=O)oc2cc1OC(C)=O	0.3	-0.1	-9	-5
COc1ccc(OC)c(C2/C(=C(\O)c3ccc(C)cc3)C(=O)C(=O)N2Cc2cccnc2)c1 (stereo unspecified)	-0.5	0.1	-10	-8
C=CCn1c(=O)[nH]c2sc3c(c2c1=O)CC(C)(C)OC3	-0.9	0.2	26	-6
NC(=O)C1=CC2([N+](=O)[O-])CN(Cc3ccccc3)CC([N+](=O)[O-])(C1)C2 (stereo unspecified)	2.0	0.4	16	-7
CCOC(=O)Cn1cc(/C=C2/C(=O)NC(=S)N(Cc3ccco3)C2=O)c2ccccc21	-0.5	-1.3	64*	2
O=C(CCCc1c[nH]c2ccccc12)NCCN1CCCC1	-0.8	0.9	18	3
O=S(=O)(c1ccc2nc(Cc3cccc(C(F)(F)F)c3)[nH]c2c1)N1CCOCC1	0.5	0.0	0	-3
Cc1sc(-n2c(C)cc(C=O)c2C)c(C(=O)O)c1C	-0.2	-0.1	2	9
Cc1ccc(N2C(=O)CSC2c2ccc([N+](=O)[O-])cc2)cc1F (stereo unspecified)	-0.1	-0.5	0	-5
O=c1[nH]c2cc(Cl)c(Cl)cc2[nH]c1=O	5.5*	0.2	22	-17
COc1ccc(N2C(C)C(=O)SC23CCCCC3)cc1 (stereo unspecified)	-0.8	0.0	-3	1
COc1cccc(/C=C2N=C(/C=C/c3ccc(Cl)cc3)OC/2=O)c1	-1.0	0.1	-4	-10
CN1C(=O)C2(c3ccccc31)C(C(=O)NCc1ccc3c(c1)OCO3)CC1CCCN12 (stereo unspecified)	0.3	0.5	7	9
O=C(Cn1cnc2scc(-c3ccccc3)c2c1=O)Nc1ccc(C(F)(F)F)cc1	2.6	-0.1	2	12
COC(=O)CCNc1ccc2c(c1)OCCO2	-0.2	-0.2	6	33*
O=c1oc2ccccc2cc1-c1cn(-c2ccccc2F)c(=S)[nH]1	-1.3	0.0	-4	68*
COc1ccc(C(C[N+](=O)[O-])Sc2cccc3cccnc23)cc1 (stereo unspecified)	-1.4	-1.2	16	57*
CCC(=O)Nc1cc(C)c(NC(=O)C(C)C)cn1	-0.2	0.0	-13	-2

Looked up above:
MITF primary with CN1C(=O)C2(c3ccccc31)C(C(=O)NCc1ccc3c(c1)OCO3)CC1CCCN12 (stereo unspecified) stands at 7
MITF primary with O=c1oc2ccccc2cc1-c1cn(-c2ccccc2F)c(=S)[nH]1 stands at -4
